Screening results: PubChem BioAssay, several laboratories
NSD2 inh = NSD2 histone methyltransferase inhibitors, primary screen, biochemical, AlphaScreen, single concentration, set 2; hit rate 0.54% among 310,000; Histone-lysine N-methyltransferase NSD2 (Homo sapiens), O96028; NSD2 peptide methylation, 120 min; inhibition, % at 12.5 µM; in the data active means inhibition above about 50%
Target sequence (O96028 whole entry, looked up): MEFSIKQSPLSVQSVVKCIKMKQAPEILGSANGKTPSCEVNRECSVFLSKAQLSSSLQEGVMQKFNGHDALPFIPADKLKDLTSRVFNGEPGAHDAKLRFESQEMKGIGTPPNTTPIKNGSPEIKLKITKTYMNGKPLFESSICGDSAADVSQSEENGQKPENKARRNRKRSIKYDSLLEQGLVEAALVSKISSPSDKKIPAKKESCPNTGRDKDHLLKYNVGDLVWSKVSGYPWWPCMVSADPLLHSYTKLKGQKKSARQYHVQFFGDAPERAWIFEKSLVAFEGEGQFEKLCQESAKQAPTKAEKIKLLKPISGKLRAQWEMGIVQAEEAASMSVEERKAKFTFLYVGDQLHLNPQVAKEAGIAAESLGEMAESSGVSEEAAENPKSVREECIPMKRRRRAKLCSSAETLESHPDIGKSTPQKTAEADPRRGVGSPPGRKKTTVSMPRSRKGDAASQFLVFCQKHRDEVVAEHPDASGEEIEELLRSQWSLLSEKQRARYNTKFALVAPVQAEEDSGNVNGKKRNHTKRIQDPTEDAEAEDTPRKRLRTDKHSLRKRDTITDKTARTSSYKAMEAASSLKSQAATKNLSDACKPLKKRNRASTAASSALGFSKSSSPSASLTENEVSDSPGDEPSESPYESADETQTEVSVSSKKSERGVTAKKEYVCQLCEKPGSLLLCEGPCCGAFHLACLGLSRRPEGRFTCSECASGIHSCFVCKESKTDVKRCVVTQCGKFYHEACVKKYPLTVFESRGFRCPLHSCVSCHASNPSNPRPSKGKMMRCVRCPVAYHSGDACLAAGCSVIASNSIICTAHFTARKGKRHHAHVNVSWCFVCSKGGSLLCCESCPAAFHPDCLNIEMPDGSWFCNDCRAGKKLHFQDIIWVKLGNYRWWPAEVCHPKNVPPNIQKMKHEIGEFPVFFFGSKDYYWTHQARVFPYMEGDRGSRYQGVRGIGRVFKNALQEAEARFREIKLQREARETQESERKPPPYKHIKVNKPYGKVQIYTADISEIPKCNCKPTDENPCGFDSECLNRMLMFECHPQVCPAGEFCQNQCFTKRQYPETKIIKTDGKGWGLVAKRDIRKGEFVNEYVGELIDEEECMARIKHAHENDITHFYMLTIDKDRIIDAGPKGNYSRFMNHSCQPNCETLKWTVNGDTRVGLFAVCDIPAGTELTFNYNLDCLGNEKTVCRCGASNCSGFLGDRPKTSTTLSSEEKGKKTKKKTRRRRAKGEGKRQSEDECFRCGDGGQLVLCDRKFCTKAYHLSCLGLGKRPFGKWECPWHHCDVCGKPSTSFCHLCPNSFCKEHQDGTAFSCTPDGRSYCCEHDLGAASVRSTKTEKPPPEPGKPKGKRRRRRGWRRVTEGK
PKA-R2B activ = activators of PKA-R2B holoenzyme, primary screen, biochemical, fluorescence polarization, Cy5-IP20, human | cAMP-dependent protein kinase catalytic subunit beta (Homo sapiens) + cAMP-dependent … | PKA-R2B holoenzyme dissociation; R2B truncated from residue 108, S112A mutant; 0% DMSO only, 100% 113 µM cGMP | activation, % at 11.4 µM | hit rate 0.079% among 340,000;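 active means activation above a cutoff set at the mean over all compounds plus 3 SD, cut at about 18% in these data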;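 further: higher means more holoenzyme dissociation and a rise in polarization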
SR-BI DiI inh = inhibitors of SR-BI mediated HDL lipid uptake, primary screen, ldlA[mSR-BI] cells, fluorescence, single point; ldlA[mSR-BI] CHO cells, DiI-HDL uptake fluorescence, 3 h; hit rate 0.96% among 320,000; inhibition, % at 12.5 µM; Scavenger receptor class B member 1 (Mus musculus), Q61009;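 active means mean replicate inhibition of at least 70% and a set share of replicates each scoring 70 or more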;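 further: 0% = median of neutral control wells and 100% = median of positive control wells; values of inactives mirror those of a sister screen read the other way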
Cardiac RTF inh = cardiac RTF calcium sensitivity inhibitors, primary screen, biochemical, IANBD-TnC fluorescence, EC70 calcium; IANBD-labeled cardiac RTF, Ca2+ fluorescence; AID 493244, 2011; hit rate 0.12% among 340,000; Troponin I, cardiac muscle (Homo sapiens) + Troponin T, cardiac muscle (Homo sapiens) + …; inhibition, % at 7.15 µM;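 active means inhibition above the mean inhibition of all tested compounds plus 3 SD, cut at about 17% in these data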;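 further: assay run at fixed EC70 calcium of 1.6 mM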
PvdQ acylase = P. aeruginosa PvdQ acylase inhibitors, primary screen, biochemical, fluorescence, plate reader and imaging, single point. PvdQ acylase [Pseudomonas aeruginosa LESB58]. purified PvdQ acylase. inhibition, % at 10 µM. hit rate 0.063% among 340,000. AID 488965, 2010; in the data active means inhibition above about 30%, passing the limit was not always enough;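 further: 0% = vehicle neutral wells and 100% = reference inhibitor wells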
SR-BI DiI-HDL act = activators of SR-BI mediated DiI-HDL uptake, primary screen, ldlA[mSR-BI] CHO cells, DiI fluorescence; 3 h; 100 = double the neutral-control signal; activation, % at 12.5 µM; hit rate 0.096% among 320,000; AID 504775, 2011;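 active means mean replicate activation of at least 60% and every replicate at or above 60%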;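 further: 0% = median plate neutral-control signal and 100% = twice that signal; values of inactives mirror those of a sister screen read the other way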
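Test system: SR-BI-overexpressing, LDLR-lacking CHO cells; Medium: Ham's F12 with 0.5% BSA, HEPES 25 mM, pH 7.4; Schedule: 3 h, 37 °C; Technique: bottom-read fluorescence, 550/595 nm.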
Arrestin-AP2 inh = inhibitors of beta-arrestin/AP2 binding, primary screen, biochemical, GPCR trafficking, flow cytometry. beta-arrestin 1 C-terminal peptide binding to AP2 beta2-adaptin appendage (human). inhibition, % at 10 µM. hit rate 0.31% among 340,000. AID 504490, 2011. FITC-arrestin peptide / GST-AP2 beads; AP2 beta2 appendage carries R879A mutation;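 active means inhibition above a set limit, near 3 SD of compounds lacking own fluorescence, cut at about 54% in these data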;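 further: plate controls were DMSO wells for no effect and 5 µM unlabelled arrestin peptide for full effect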
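system = GST-tagged AP2 beta2-adaptin appendage (R879A) on 4 µm glutathione beads | reagent = FITC-labelled arrestin peptide probe, 50 nM final | schedule = compound with beads 12 min RT, then probe 1 h RT | signal = HyperCyt-sampled flow cytometry, FL1 channel, ex 488/em 535 nm | read-out = percent response from loss of bead-bound FITC fluorescence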
DAGLB inh = DAGLB lipase inhibitors, primary screen, biochemical, fluorescence, HTS; Diacylglycerol lipase-beta (Homo sapiens), Q8NCG7; HEK293T DAGLB membrane lysate, EnzChek fluorogenic substrate; inhibition, % at 5.17 µM; hit rate 0.059% among 340,000; AID 504411, 2011; in the data active means inhibition above about 34%;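 further: 0% = enzyme with vehicle and 100% = wells lacking enzyme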
Keap1 Nrf2 FP = Keap1-Nrf2 protein-protein interaction inhibitors, primary screen, biochemical, fluorescence polarization, single point. inhibition, % at 9.4 µM. hit rate 0.15% among 340,000. Keap1 Kelch-Nrf2 peptide fluorescence polarization, 1536-well. Kelch-like ECH-associated protein 1 (Homo sapiens), Q14145. AID 504523, 2011; in the data active means inhibition above about 12%;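 further: human Keap1 Kelch domain with fluorescein labeled Nrf2 9mer peptide probe; 0% = neutral control wells and 100% = peptide positive control; higher means more block of Keap1 binding to Nrf2 peptide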
LANA DNA inh = inhibitors of KSHV C-LANA binding to DNA, primary screen, biochemical, fluorescence polarization, FAM-LBS DNA, MBP-C-LANA, single point; Kaposi's sarcoma herpesvirus LANA C-terminal domain (residues 932-1162) DNA binding; inhibition, % at 9 µM; hit rate 0.078% among 340,000;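 active means highest replicate inhibition at or above 60% at 9 µM, even if other replicates fall short; inactive means all replicates below 60% inhibition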;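 further: 0% = neutral control wells and 100% = 4 µM acridine orange control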
* marks the source's active call; other numbers are inactive results; / = not tested or not shown.

SMILES	NSD2 inh	PKA-R2B activ	SR-BI DiI inh	Cardiac RTF inh	PvdQ acylase	SR-BI DiI-HDL act	Arrestin-AP2 inh	DAGLB inh	Keap1 Nrf2 FP	LANA DNA inh
C/C=C\C=C/C(=O)Nc1cccc(C2=NOC3(C2)C[C@@H](C(N)=O)N(C(=O)c2ccc(Cl)cc2)C3)c1 (some centres undefined)	/	-5	0	6	-5	0	8	0	-7	1.2
CC(C)C(=O)NC(=S)Nc1ccccc1C(F)(F)F	0	4	15	1	-20	-15	2	-1	-2	0.3
CC(C)CC(NC(=O)C(NC(=O)C1OC2OC(C)(C)OC2C2OC(C)(C)OC12)C(C)C)C(=O)O (centres undefined)	-4	3	2	-7	-14	-2	-6	-1	0	-1.9
COc1ccccc1/C=N/NC(=O)NC12CC3CC(CC(C3)C1)C2	0	4	40	-1	-4	-40	1	3	-1	2.9
COc1ccc(Cn2nnnc2C(c2cccs2)N2CCSCC2)cc1 (centres undefined)	-2	3	6	-1	-6	-6	1	-2	-7	-0.7
COc1cc(C(=O)NCCC(C)C)ccc1OCc1ccc(Cl)cc1Cl	0	-11	82*	-8	-14	-82	1	-15	-5	-0.7
Cc1cccc(C)c1NC(=O)CN(C)C(=O)c1ccc(-c2cccc(C(F)(F)F)c2)o1	15	4	-9	-21	9	9	3	0	-2	3.2
COc1ccc(/C=N/NC(=O)c2cccc(NC(C)=O)c2)c(C(=O)O)c1OC	-4	-9	-10	-1	6	10	3	1	-3	-1.2
CC(C)(CO)NC(=O)c1ccc2nc(Cc3cccc(Cl)c3)oc2c1	-1	-6	28	7	1	-28	4	0	-2	-0.5
Cc1cccc(NC(=O)[C@H](Cc2ccccc2)NC(=O)[C@@H]2Cc3ccccc3CN2)c1	3	-5	-12	-3	-8	12	3	0	-1	-0.9
Cc1nc2ncnn2c(C)c1CCC(=O)N1CCN(C(=O)c2ccco2)CC1	/	-8	0	-10	-1	0	-8	4	3	-1.7
c1ccc(Nc2ccnc(Nc3ccccc3)n2)cc1	-2	-11	-14	2	15	14	1	0	-5	0.1
CC1(O)N(Cc2ccccc2)C(=O)OC12CCCCC2 (centres undefined)	-1	-3	-8	3	11	8	-1	-3	-6	1.7
CN1CCN(c2ccc(Cl)cc2NS(=O)(=O)c2ccccc2Cl)CC1	-3	5	-20	6	-15	20	4	2	-1	0.9
O=C(NCCN1CCOCC1)C1CCN(Cc2ccccc2O)CC1	8	3	17	-8	-10	-17	-4	0	-3	1.1
COc1ccc(CC(=O)NCc2ccccn2)cc1OC	-2	-3	8	3	-7	-8	-4	-1	-7	0.0
CCCn1c(=O)c2sccc2n2c(CCCC(=O)NCc3cccnc3)nnc12	-3	-5	-27	-8	-15	27	2	-3	0	-0.6
CCc1ccc(NC(=O)c2ccc3c(=O)n4c(nc3c2)CCCCC4)cc1	/	-11	17	5	-4	-17	4	-2	2	-0.8
CCN(CCNC(=O)CN(C)S(=O)(=O)c1cccc2nsnc12)c1ccccc1	1	-10	39	0	-21	-39	2	3	-2	-1.2
CC(Oc1cccc(Br)c1)C(=O)Nc1cccc(S(=O)(=O)N2CCOCC2)c1 (centres undefined)	-1	-6	8	3	6	-8	3	-4	-7	-1.4
CC(C)Cc1oc(C(=O)O)cc1CN1CCOCC1	6	8	-6	-8	-11	6	29	1	-2	-0.3
Cc1ccc(S(=O)(=O)CCN2CCC(n3cccc3)CC2)cc1	4	-5	-14	-3	6	14	8	-1	-5	-2.7
O=C1/C(=C/c2ccccn2)COc2ccccc21	-1	-4	-16	-13	-2	16	24	4	-3	-2.6
CC(=O)NC(c1cc(Cl)c2ccccc2c1O)C(C)C (centres undefined)	/	4	5	1	-4	-5	-1	-1	-5	-1.8
Cn1nnnc1SCC(=O)Nc1nc(-c2ccc(F)c(F)c2)cs1	-4	11	19	0	-15	/	-11	3	1	0.0
CCOc1ccc(S(=O)(=O)N2CCc3cc(OC)c(OC)cc3C2)cc1	0	-6	55	11	-5	-55	6	-1	-4	-1.0
COc1ccc(-c2csc(NC(=O)CSCc3c(C)noc3C)n2)cc1OC	2	-4	58	0	0	-58	7	-2	3	-0.2
CCOc1cc(-c2c(C)c(C)nc(N)c2C#N)ccc1O	7	-9	16	-2	-12	-16	-5	-1	2	6.7
COc1cc(OC)cc(C(=O)N2CC(=O)Nc3ccccc32)c1	-2	-4	/	-2	-11	/	-9	0	-11	-2.5
Cc1ccc(NC(=O)C[n+]2ccn(C3=C([O-])c4ccccc4C3=O)c2)cc1	89*	6	8	-9	-13	-8	7	3	-5	-0.6
N#Cc1c(F)cccc1NCCCn1ccnc1	-3	-8	-5	-2	19	5	18	0	0	-0.3
c1ccc(Cn2c(NCc3ccncc3)nc3ccccc32)cc1	0	1	-13	2	-11	13	1	-1	-1	-1.0
Nc1nc(NCc2ccccc2)n(-c2ccccc2)n1	1	-1	-4	-6	-6	4	8	0	-2	-0.5
CCCCOC(=O)Oc1ccc2c(=O)c(Oc3cc(C)cc(C)c3)coc2c1	-1	2	4	3	5	-4	10	-1	4	-0.7
CC(C)Oc1cccc(-c2cc(C(=O)N3CCN(S(C)(=O)=O)CC3)c3ccccc3n2)c1	3	-1	5	-3	-18	-5	5	-1	-4	0.2
COc1ccc(NC(=O)CN(C)C(=O)CCCNC(=O)c2ccc(Cl)cc2)cc1	0	-14	-4	-12	-17	4	-5	0	-5	0.3
CC(=O)N1CCC(C(=O)NCCOc2ccc(C)cc2)CC1	2	-8	/	10	2	/	22	-2	-2	1.0
Cc1nc(CNC(=O)c2cc(COc3ccc(F)cc3Cl)on2)cs1	-2	1	3	3	5	-3	5	-3	0	-2.3
O=C(c1ccc(C(F)(F)F)cc1)C1CCCN(C(=O)CCc2cnccn2)C1 (centres undefined)	0	-11	-11	6	2	11	3	0	-2	-1.1
C=CCOc1c(CNc2cccc(C(=O)O)c2)cccc1OC	0	2	-7	-9	-8	7	2	0	0	0.4

Whole records, looked up by structure.
Record of CC(=O)N1CCC(C(=O)NCCOc2ccc(C)cc2)CC1 = NSD2 inh: 2; PKA-R2B activ: -8; SR-BI DiI inh: /; Cardiac RTF inh: 10; PvdQ acylase: 2; SR-BI DiI-HDL act: /; Arrestin-AP2 inh: 22; DAGLB inh: -2; Keap1 Nrf2 FP: -2; LANA DNA inh: 1.0
Record of C=CCOc1c(CNc2cccc(C(=O)O)c2)cccc1OC = NSD2 inh: 0; PKA-R2B activ: 2; SR-BI DiI inh: -7; Cardiac RTF inh: -9; PvdQ acylase: -8; SR-BI DiI-HDL act: 7; Arrestin-AP2 inh: 2; DAGLB inh: 0; Keap1 Nrf2 FP: 0; LANA DNA inh: 0.4

The results go on:
SMILES	NSD2 inh	PKA-R2B activ	SR-BI DiI inh	Cardiac RTF inh	PvdQ acylase	SR-BI DiI-HDL act	Arrestin-AP2 inh	DAGLB inh	Keap1 Nrf2 FP	LANA DNA inh
Cc1ncc(NS(=O)(=O)c2ccc(N)cc2)nc1C	0	-3	-23	-4	-10	23	7	-1	3	-2.4
Cc1c(NC(=O)c2ccc3c(c2)OCO3)cccc1-c1nc2ncccc2o1	/	1	21	-4	-10	-21	10	-2	3	0.0
CC(NC(=O)COC(=O)C1CSC2(C)CCC(=O)N12)C12CC3CC(CC(C3)C1)C2 (centres undefined)	1	-11	-12	-7	8	12	29	1	-2	-0.8
Cn1c(SC/C=C/c2ccccc2)nnc1-c1cnccn1	-2	-4	-12	-15	16	12	15	-1	-1	-0.6
CCOC(=O)N/N=C/c1ccc(OC)c(O)c1	0	-2	-2	-6	-20	2	24	-1	-2	0.0
COc1ccc(C(c2nnnn2CS(=O)(=O)c2ccc(C)cc2)N2CCN(Cc3ccccc3)CC2)cc1 (centres undefined)	22	-2	/	-2	-13	/	-2	-14	-2	-2.7
Cc1ccccc1OC(C)c1nc(-c2ccccc2)no1 (centres undefined)	-12	-8	5	-3	-5	-5	10	-9	1	0.7
COc1cccc(C(=O)NC(C)C(c2cccs2)N2CCN(C)CC2)c1 (centres undefined)	6	3	-18	-2	-7	18	-5	-1	-1	-0.3
COc1ccc(-c2nn(C)c(=O)[nH]2)cc1	14	-5	-23	-5	-1	23	35	-2	-3	-0.3
O=C(CN(c1ccc(Cl)cc1)S(=O)(=O)c1ccc(Cl)c([N+](=O)[O-])c1)NCCc1ccccc1	-3	-3	21	10	-1	-21	-39	0	-6	-1.2
FC(F)(F)Sc1ccc(NC(=S)NCc2ccccc2)cc1	-2	-3	0	4	3	0	34	-4	-1	0.7
O=C(COC(=O)COc1ccccc1F)NCCc1ccc(F)cc1	-4	0	-14	-4	-7	14	19	-2	-2	-2.6
CCOC(=O)C(C(=O)N(C)C)c1ncc(C(F)(F)F)cc1Cl (centres undefined)	-2	-2	8	0	6	-8	10	-2	-4	-0.1
COCC(C)n1c(C)cc(C(=O)COC(=O)c2c(NC(C)=O)sc(C)c2C)c1C (centres undefined)	0	-15	26	-5	2	-26	3	-2	-3	-2.1
C=CCN(c1ccccc1)S(=O)(=O)c1cccc(C(=O)NCC(c2ccccc2OC)N2CCCC2)c1 (centres undefined)	3	-4	43	-6	-1	-43	-4	2	-1	0.3
CCCCOc1nc(N)nc(-c2ccccc2)n1	-2	-10	-7	-9	-6	7	8	-1	-3	1.9
Cc1cccc(N2CCN(C(=O)c3ccc(CNc4c(N5CCC(C)CC5)c(=O)c4=O)cc3)CC2)c1C	-1	8	26	-2	6	-26	-9	-2	4	-1.1
CC(C)CN1CCC(=O)N([C@H](CSc2ccc(Br)cc2)c2ccccc2)CC1	/	-11	0	-2	5	0	18	-13	-5	-0.8
CCn1c(=O)cc(N2CCOCC2)[nH]c1=O	2	-7	-17	3	-10	17	-1	0	2	-0.1
C=CCOc1ccc(/C=C/C(=O)OCC(=O)N2CCN(S(=O)(=O)c3ccc(C)cc3C)CC2)cc1	-1	10	3	-3	-15	-3	-3	0	4	0.1
On1nnc2ccc(C(F)(F)F)cc21	8	3	-6	-1	-5	6	25	2	-1	2.5
O=C(CN1C(=O)C2CC=CCC2C1=O)NCC1COc2ccccc2O1 (centres undefined)	-1	9	-17	2	1	17	-6	1	-4	-0.4
